NR2E3 ag-1: inhibitors of NR2E3-RetCOR corepressor binding, primary screen, NR2E3 agonist project, biochemical, TR-FRET, GST-NR2E3, biotin-RetCOR | inhibition of corepressor binding, % at 4.78 µM | Photoreceptor-specific nuclear receptor (Homo sapiens), Q9Y5X4 | 1536-well | AID 2300, 2010 | 0.12% of 320,000 active;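 active means percent inhibition above the cutoff of mean plus 3 SD of all tested compounds, set per screening campaign, cut at about 20% in these data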;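 further: 0% = DMSO wells and 100% = biotin wells as full block of FRET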
Target sequence (Q9Y5X4 whole entry, looked up): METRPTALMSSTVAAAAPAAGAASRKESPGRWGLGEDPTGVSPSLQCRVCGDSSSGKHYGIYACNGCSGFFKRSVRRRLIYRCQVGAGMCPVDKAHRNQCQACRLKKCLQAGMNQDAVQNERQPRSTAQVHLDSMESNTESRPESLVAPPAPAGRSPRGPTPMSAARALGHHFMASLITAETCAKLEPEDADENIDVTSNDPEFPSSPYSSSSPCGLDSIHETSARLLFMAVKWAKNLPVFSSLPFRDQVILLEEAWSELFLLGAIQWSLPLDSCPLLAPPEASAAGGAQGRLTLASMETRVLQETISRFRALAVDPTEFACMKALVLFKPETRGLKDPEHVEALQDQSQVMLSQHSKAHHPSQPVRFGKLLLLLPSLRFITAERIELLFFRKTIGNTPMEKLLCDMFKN
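Material: NR2E3–RetCOR corepressor complex / Incubation: Compound–protein incubation for 5 h at 4 °C / Dosing: compound at 4.8 µM, single dose / Detection: time-resolved FRET / Benchmarks: high control biotin, low control 0.6% DMSO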
HIF-2a inh: HIF-2a reporter inhibitors, primary screen, luminescence, 786-0 RCC cells; 786-0 RCC cells HIF-2a reporter, luciferase luminescence, overnight; inhibition, % at 18.8 µM; 0.72% of 360,000 active;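 active means inhibition of the luminescence signal of 40% or more relative to plate controls, in a single-dose primary screen at 18.75 µM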
CaV13 ICDI inh: Primary screen for inhibitors of IQ motif and Ca2+-dependent inactivation inhibitor domain binding in CACNA1D, Förster resonance energy transfer in living cells, …; inhibition, % at 12.3 µM; AID 743397; HEK cells, CFP/YFP FRET ICDI-IQ, plate reader, 10 min; percent FRET-ratio fall versus neutral wells; 0.098% of 340,000 active;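 active means mean replicate inhibition of at least 30% and at least 1% of replicates passing that level; inconclusive means only one of the two criteria is met; inactive means neither criterion is met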;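 further: 0% = median of the neutral control wells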
PDI turbidity: inhibitors of human PDI, primary screen, biochemical, turbidity, single point, plate reader; Protein disulfide-isomerase (Homo sapiens), P07237; PDI insulin aggregation turbidity, A650, 90 min; inhibition, % at 10 µM; 0.052% of 350,000 active;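 active means mean inhibition across replicates of 30% or more, whatever share of single replicates reach that level; inconclusive means mean inhibition below 30% while every single replicate reaches 30%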;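 further: absorbance from insulin aggregation driven by PDI reduction with DTT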
Target sequence (P07237 whole entry, looked up): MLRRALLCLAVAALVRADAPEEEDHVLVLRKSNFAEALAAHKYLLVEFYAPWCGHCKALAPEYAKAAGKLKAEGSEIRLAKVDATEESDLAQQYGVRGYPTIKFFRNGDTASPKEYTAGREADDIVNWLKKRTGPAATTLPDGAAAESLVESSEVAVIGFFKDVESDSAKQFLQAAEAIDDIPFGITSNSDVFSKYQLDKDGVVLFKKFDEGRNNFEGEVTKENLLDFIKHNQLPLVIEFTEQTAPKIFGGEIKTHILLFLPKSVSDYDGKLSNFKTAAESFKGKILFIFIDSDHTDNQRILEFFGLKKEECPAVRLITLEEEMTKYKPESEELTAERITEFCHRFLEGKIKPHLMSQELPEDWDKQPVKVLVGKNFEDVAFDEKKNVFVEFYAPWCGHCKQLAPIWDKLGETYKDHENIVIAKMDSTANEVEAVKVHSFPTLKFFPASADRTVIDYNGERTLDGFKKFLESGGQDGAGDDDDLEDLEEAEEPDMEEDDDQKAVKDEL
Shn3 3UTR inh: reduction of Shn3 3'UTR firefly luciferase signal, primary screen, Schnurri-3 inhibitor project, cell-based, Clone20 osteoblasts, set 2. Clone20 osteoblast Shn3 3'UTR firefly luciferase, 24 h. inhibition, % at 12.5 µM. 0.52% of 360,000 active. AID 588674, 2011;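 active means mean inhibition of at least 75% with every replicate also reaching 75%; inconclusive means mean inhibition at least 75% but some replicate below; inactive means mean inhibition below 75%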;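 further: 0% = median of neutral control wells and 100% = pilot-screen positive control compound; some compounds past the cut are filed as inactive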
NR2E3 ag-2: NR2E3 agonists in two-hybrid cells, primary screen, cell-based, luminescence, CHO-S, Gal4-NCOR/VP16-NR2E3; inhibition of corepressor binding, % at 3.98 µM; Photoreceptor-specific nuclear receptor (Homo sapiens), Q9Y5X4; AID 602229, 2012; 0.35% of 360,000 active; luciferase;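 active means inhibition above the mean of all tested compounds plus 3 SD, cut at about 70% in these data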;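 further: 0% = DMSO with NR2E3 transfected cells and 100% = cells lacking NR2E3 construct; higher means lower luciferase signal from less NR2E3 corepressor binding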
TRPM1 prom inh: inhibitors of MITF-dependent TRPM1 promoter reporter, primary screen, cell-based, SK-MEL-5, single point, luciferase | SK-MEL-5 TRPM1 promoter luciferase, 24 h | inhibition, % at 12.5 µM | 0.83% of 330,000 active;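 active means mean inhibition across replicates of 60% or more, whatever share of single replicates reaches that level; inconclusive means some that reach 60%, reason not given; inactive means mean inhibition across replicates below 60%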; further: values of inactives mirror those of a sister screen read the other way
KKLEB cytotox: cytotoxicity in KKLEB CF airway cells, primary screen, cytotoxicity control for CF NF-kB inhibitor project, cell-based, uHTS, fluorescence assay plates. KKLEB CF airway cells viability, ATPlite luminescence, overnight; active compounds read low; cells stimulated with P. aeruginosa culture filtrate. activity change (cytotoxicity), % at 5 µM. 0.36% of 360,000 active. AID 602141, 2011;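 active means corrected activity change at or below -50% at 5 µM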
CF NFkB block: inhibitors of PAF-induced NF-kB signaling, primary screen, cell-based, GFP fluorescence, uHTS; KKLEB NF-kB-GFP reporter, GFP fluorescence overnight; inhibition, % at 5 µM; 0.86% of 360,000 active; AID 588850, 2011;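 active means at least 50% inhibition at 5 µM, scaled per plate between neutral and stimulator controls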;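 further: PAF is a Pseudomonas aeruginosa culture filtrate used as stimulus; plate controls were PAF-stimulated DMSO wells for no effect and unstimulated DMSO wells for full effect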
Peg3 prom inh: Peg3 promoter-driven luciferase inhibitors, primary screen, cell-based, HeLa, luciferase luminescence. AID 588405, 2011. 1.7% of 360,000 active. HeLa PEG-Prom luciferase reporter, overnight. inhibition, % at 20 µM;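 active means inhibition of at least 50% at 20 µM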
Vif imaging: HIV Vif self-association inhibitors, primary screen, imaging, HEK293T, single point | HEK293T cells, Vif self-association by quenched fluorescence, 24 h | inhibition, % at 7.49 µM | 0.35% of 340,000 active | AID 602346, 2012; in the data active means inhibition above about 50%, passing the limit was not always enough; inconclusive means no clear call, values can overlap the other calls; inactive means below about 31%; further: some results filed as inactive read as strong as hits
Starred values were filed as active, the others as inactive; ? = inconclusive; . = no result given. No enrichment for hits. Share with any hit: about 3.3%.

SMILES	NR2E3 ag-1	HIF-2a inh	CaV13 ICDI inh	PDI turbidity	Shn3 3UTR inh	NR2E3 ag-2	TRPM1 prom inh	KKLEB cytotox	CF NFkB block	Peg3 prom inh	Vif imaging
CN(C)N=C1c2cc(S(=O)(=O)N3CCOCC3)ccc2-c2ccc(S(=O)(=O)N3CCOCC3)cc21	1	32	-3	3	-48	-4	9	-1	9	32	-1
COc1ccc(C(C)=O)cc1CSc1ccccn1	3	-19	-5	-7	5	-39	2	10	-8	-1	-3
CCc1cc2c3c(c1)C(C)CC(C)(C)N3C(=O)/C2=C1\SC(=O)NC1=O (configuration not stated)	-3	8	-4	2	11	-15	-1	13	23	28	-9
O=c1cc(CO)oc(C(Nc2cccc([N+](=O)[O-])c2)c2ccccn2)c1O (configuration not stated)	2	6	-7	-36	8	6	-4	24	9	2	24
CC(Cc1ccccn1)NC(=O)c1ccc(OC2CCN(Cc3ccccn3)CC2)cc1 (configuration not stated)	3	-10	-6	-2	-7	5	-3	0	-12	11	.
Cc1nc2cc(C(=O)NCCN3CCOCC3)ccc2n1-c1ccc(F)cc1F	-1	28	1	6	7	-17	15	9	-4	5	1
O=C(Nc1nc2ccccc2c(=O)[nH]1)c1ccccc1SCc1ccccc1	0	16	-4	-5	19	-25	-3	-1	-6	23	0
COc1ccc(C2=C3C(=O)OCC3Cc3ncn(Cc4ccccc4)c32)cc1 (configuration not stated)	3	14	-5	-4	-15	-2	0	-2	0	-4	-4
CCOc1ccc(CCNC(=O)COC(=O)COc2cc(C)cc(C)c2)cc1OCC	0	4	-4	-9	9	1	-1	-6	6	-3	-11
CCOC(=O)c1cccc(NC(=O)c2cnc3ccccc3n2)c1	5	-187	-5	9	-42	-16	-23	9	-21	-133	-1
COC(=O)c1sccc1S(=O)(=O)Nc1ccc(S(N)(=O)=O)cc1	-2	13	-1	9	-4	-19	7	0	3	8	-1
N#Cc1cc2c(nc1SCC(=O)Nc1sc3c(c1C#N)CCC3)CCCC2	1	-105	0	2	-15	-18	-59	-3	3	-143	1
COc1ccc(CN2CCN(Cc3ccccc3)C(CCO)C2)cc1OC (configuration not stated)	4	16	-5	-7	-4	-2	-20	8	4	16	6
CCN(CC(=O)Nc1cc(Cl)ccc1C)C(=O)C1CCCCC1	0	12	-2	-4	-1	-18	3	13	-20	9	14
Cc1cccc(NC(=O)CCSc2nc(C)cc(C)n2)c1	3	-7	.	7	1	-3	-16	0	14	1	4
CCCCn1c(SCC(=O)Nc2cc(C(F)(F)F)cc(C(F)(F)F)c2)nnc1C(CC)N(C)C (configuration not stated)	-3	-15	-5	3	4	9	-42	-33	0	22	-9
CCOc1cccc2sc(Nc3nc4ccc(NC(C)=O)cc4s3)nc12	3	-47	-3	7	66	-23	-4	10	-21	-7	-12
O=C(O)c1ccc2[nH]c3c(c2c1)CSCC3	1	-8	.	-8	4	-2	-1	-11	0	-10	-2
CC(C)(C)C(=O)Nc1nnc(SCc2cccc(F)c2)s1	1	-234	2	13	-46	-112	-54	0	2	-247	-10
O=C(Cc1ccccc1)N1CCN(C(=O)c2ccc([N+](=O)[O-])cc2)CC1	4	11	4	1	-16	-7	11	4	15	17	.
c1cncc(CSc2ccc(-c3cccnc3)nn2)c1	-2	-37	-7	5	-2	33	-23	18	9	-31	5
COc1ccc([C@H]2CC(=O)C=C(c3cccc(C(C)C)c3)C2)cc1OC	1	-11	-10	2	73	18	17	6	10	3	-10
CC1=Nc2ccccc2N=C(NC(=O)/C=C/C(=O)O)C1c1ccccc1 (configuration not stated)	-2	-49	-15	1	43	-131	19	-16	8	-1	5
Cc1ccccc1-c1nc(CS(=O)(=O)CC(=O)NCc2ccc(F)cc2)c(C)o1	4	11	-6	.	0	-9	.	1	-9	10	.
O=C(COC(=O)/C=C/c1ccc(Cl)cc1)NC1CCS(=O)(=O)C1 (configuration not stated)	.	10	-6	3	-8	-13	.	-15	17	15	-11
O=C(NCCN1CCOCC1)c1cn(CCc2ccccc2)nn1	0	9	-6	3	-5	-45	-3	10	5	7	17
O=C(O)CN1C(=O)c2ccc(Oc3ccc4c(c3)C(=O)N(CC(=O)O)C4=O)cc2C1=O	-4	15	-2	-4	.	-25	2	4	-7	-4	1
Cc1cc(C(=O)Nc2ccc3c(c2)OCCO3)co1	-2	-228	-8	0	-22	-129	-36	4	28	-168	0
O=C(O)c1ccccc1Nc1ccc(OC(F)F)cc1	-4	-128	-3	5	-12	-137	-5	-13	-11	-83	0
c1ccc(-c2ccc(OCCOCCn3cncn3)cc2)cc1	3	-194	.	5	-24	-86	-64	5	3	-150	-3
CN(C(=O)c1cccc(NC(=O)Cc2ccc(NC(=O)C3CCCN(C(=O)CCc4ccccc4)C3)cc2)c1)C1CCC1 (configuration not stated)	.	7	-4	-1	14	-14	62*	-1	0	2	-28
CC(C)N1CCN(Cc2ccc(C#CC(C)(C)O)s2)CC1CCO (configuration not stated)	1	9	-21	-1	-8	25	0	4	24	2	-24
COc1ccc(NC(=O)Nc2cccs2)cn1	.	-52	-4	-1	-9	-9	-13	10	1	-28	1
COc1ccc(N2C(=O)CCC(C(=O)NCc3ccccn3)C2c2ccc(F)cc2)cc1 (configuration not stated)	2	13	-4	2	-9	4	-3	4	0	14	-5
CCCC(=O)N1CCC1(C)C(=O)Nc1cc(-c2ccccc2)nn1C (configuration not stated)	.	-203	-5	-45	-35	-84	.	11	-7	-241	5
C[C@@H](NC(=O)c1ncn(Cc2ccccc2)c1C(=O)N[C@H](C)c1ccccc1)c1ccccc1	3	16	-5	3	11	-17	14	-17	-14	24	16
COC(=O)c1ccc(NC(=O)c2cccc(Cl)c2)o1	-1	-80	-5	0	-14	-4	-15	6	-11	-51	-3
COc1ccccc1Cn1c(=S)[nH]c2cc(C(=O)NCC3CCCO3)ccc2c1=O (configuration not stated)	0	15	-4	-3	22	12	25	3	5	9	-6
CCCCNS(=O)(=O)NC(=O)C1=C(N2CCCC2)COC1=O	5	7	-5	-4	-21	-30	.	-17	6	-2	-3
CCNC(=S)NNC(=O)CCn1c2ccccc2c2ccccc21	0	16	-2	5	-10	-32	1	5	-2	9	-8
O=C(CCC(=O)N1CCN(c2ccc(F)cc2)CC1)c1ccccc1	-3	-75	-6	-5	-14	20	-18	-18	16	-21	-5
CCOc1ccc(CN(C)C(=O)CNC(=O)c2ccc3ccccc3c2)cc1OC	4	-11	-3	-1	-4	8	7	-1	-3	-6	6
COc1cccc(-c2ocnc2C(=O)Nc2ccc3c(c2)CCC3)c1	3	-91	-4	-9	-2	-23	7	6	-7	-105	-3
CC(NC(=O)c1cc2c(cc1Cl)N1CCCCCC1=NS2(=O)=O)c1ccc(S(N)(=O)=O)cc1 (configuration not stated)	-1	14	-4	5	-10	-9	-1	9	8	-4	-3
OC(c1ccc2c(c1)OCO2)c1ncc(-c2ccccc2)[nH]1 (configuration not stated)	.	-110	-7	2	-50	-78	.	-3	-3	-55	.
CCCN(CC(=O)Nc1ccccc1OC)C(=O)CCC(=O)c1ccc(F)cc1	4	-8	-6	5	9	1	6	5	28	7	-6
Cc1ccc(CNC(=O)CN(C(=O)C2(C)CC(=O)N=C3C=CC=CN32)c2ccccc2F)cc1 (configuration not stated)	3	9	-5	-14	2	-23	-7	3	-2	-6	16
O=C(NCc1nnc(SCC(=O)N2CCCC2)o1)c1c(F)cccc1Cl	-1	3	-4	4	20	2	3	-6	5	4	12
Cc1nonc1NC(=O)CSc1nnc(-c2ccoc2C)n1CC(C)C	0	26	-3	11	0	-16	7	-18	4	5	15
COc1cccc(-c2nn(C)c3sc(C(=O)NCc4ccc(C)o4)cc23)c1	-4	-24	-4	-9	-1	-17	10	4	-21	39	.
COc1ccc(OC)c(NC(=O)COC(=O)CCNc2ccccc2OC)c1	.	17	-7	-12	-9	-20	1	-4	13	13	3
NC(=O)CN1C(=O)C2C3CCC(C3)C2C1=O (configuration not stated)	.	9	-6	-5	-95	6	.	-8	15	3	.
CCCNc1nc(=S)n(-c2ccccc2)c(C)c1C(C)=O	3	19	3	6	-15	-33	-4	-14	-2	-11	2
Cc1ccc(NC(=O)O/N=C2\CCCCC2c2ccc([N+](=O)[O-])cc2[N+](=O)[O-])cc1 (configuration not stated)	3	-12	-6	-1	-2	-14	-23	6	-8	15	.
COc1ccc(C(=O)OC2C(OC)OCC(O)C2O)cc1 (configuration not stated)	.	13	-15	4	6	-20	-10	-7	6	-7	?
O=C1CN=C(Nc2cccc(C(F)(F)F)c2)N1C1CCCC1	0	9	-8	-1	5	2	-9	2	0	12	6
O=C1C2CCCCN2C(=O)N1CCCCN1CCN(c2ccc(F)cc2)CC1 (configuration not stated)	2	16	-2	3	1	-19	-1	-2	-3	3	-9
CCCn1c(SCN2C(=O)c3ccccc3C2=O)nc2cc(Cl)ccc2c1=O	-6	5	-3	-5	75	3	5	-5	-5	-6	-7
O=C(Oc1cccc(-n2cnnn2)c1)c1ccccc1	-1	20	-6	3	11	-13	-2	4	-7	-9	4
CCNC(=S)NCc1ccc2[nH]c(C)cc2c1	-3	-16	-7	.	-3	-21	.	4	7	0	-1
CCN(CC)CCCNC(=O)CNC(=O)c1nn(-c2ccc(OC)cc2OC)c(=O)c2ccccc12	.	11	-11	-8	0	-24	.	1	16	9	.
C[C@H]1CCC[C@]2(O[C@H](CCO)C[C@H](O)[C@H]2O)O1	0	6	-4	0	2	-1	3	-6	-7	4	.
COc1ccc(OCC(=O)Nc2c3c(nn2C(C)(C)C)CSC3)cc1	-2	16	-3	-4	0	-18	-11	6	9	7	-8
